MITF inh: blocks human microphthalmia-associated transcription factor; O75030; AlphaScreen MITF homodimerization, bead proximity signal; inhibition, % at 2.6 µM; 650,000 compounds, 0.91% hits; in the data active means inhibition above about 50%;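 further: 0% = vehicle wells with protein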
TEAD-YAP inh: TEAD-YAP interaction inhibition. HEK-TIYL cells, TEAD-Gal4/YAP UAS-luciferase luminescence. inhibition, % at 9.12 µM. 640,000 compounds, 1.4% hits. AID 1259422; in the data active means inhibition above about 32%;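 further: 0% = median of test compound wells and 100% = reference inhibitor wells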
GPR151 activ: activates the human receptor GPR151. activation, % at 11.2 µM. 650,000 compounds, 1% hits. Q8TDV0. PathHunter beta-arrestin GPR151 cells, luminescence; in the data active means activation above about 4.9%;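 further: 0% = median of compound wells and 100% = cells with positive control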
Target sequence (Q8TDV0 whole entry, looked up): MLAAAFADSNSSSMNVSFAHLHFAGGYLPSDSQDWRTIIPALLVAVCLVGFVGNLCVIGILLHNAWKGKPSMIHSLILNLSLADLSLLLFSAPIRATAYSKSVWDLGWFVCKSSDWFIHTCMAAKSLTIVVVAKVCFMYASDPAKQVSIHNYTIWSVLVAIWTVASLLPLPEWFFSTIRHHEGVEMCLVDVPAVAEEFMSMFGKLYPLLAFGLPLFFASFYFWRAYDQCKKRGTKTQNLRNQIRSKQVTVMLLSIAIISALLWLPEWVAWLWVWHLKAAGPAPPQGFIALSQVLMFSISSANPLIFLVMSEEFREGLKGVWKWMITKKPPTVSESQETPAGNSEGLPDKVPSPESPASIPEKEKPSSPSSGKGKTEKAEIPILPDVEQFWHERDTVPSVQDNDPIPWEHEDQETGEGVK
FBW7 activator: activators of human E3 ligase FBW7 | 650,000 compounds, 0.13% hits | AlphaScreen FBW7–phospho-cyclin E peptide binding, activator screen | Q969H0 | AID 1259310 | normalized activity (activation), % at 26.1 µM; in the data active means normalized activity above about 1.9%;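 further: purified mutant Fbw7 with reduced substrate affinity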
Target sequence (Q969H0 whole entry, looked up): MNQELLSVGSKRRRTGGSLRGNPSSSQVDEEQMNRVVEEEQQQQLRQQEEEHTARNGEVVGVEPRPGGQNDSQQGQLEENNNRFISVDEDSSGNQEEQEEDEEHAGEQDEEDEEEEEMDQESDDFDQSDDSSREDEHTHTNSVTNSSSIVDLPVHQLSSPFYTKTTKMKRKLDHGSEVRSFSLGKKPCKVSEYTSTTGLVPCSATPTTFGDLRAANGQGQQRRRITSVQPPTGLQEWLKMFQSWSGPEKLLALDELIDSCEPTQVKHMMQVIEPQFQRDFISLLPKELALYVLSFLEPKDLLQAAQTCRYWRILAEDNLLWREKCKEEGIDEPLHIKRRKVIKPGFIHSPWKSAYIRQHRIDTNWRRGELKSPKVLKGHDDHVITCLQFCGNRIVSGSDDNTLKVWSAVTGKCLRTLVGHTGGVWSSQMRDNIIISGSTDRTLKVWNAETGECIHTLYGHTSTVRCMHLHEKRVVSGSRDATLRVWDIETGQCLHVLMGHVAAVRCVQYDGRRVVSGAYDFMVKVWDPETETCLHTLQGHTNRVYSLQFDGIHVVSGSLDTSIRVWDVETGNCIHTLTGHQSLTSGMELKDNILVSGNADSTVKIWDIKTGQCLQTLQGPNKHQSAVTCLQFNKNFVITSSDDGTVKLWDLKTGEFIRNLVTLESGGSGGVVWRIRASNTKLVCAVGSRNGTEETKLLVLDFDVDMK
* = called active by the depositor. This is a random part of the collection. Share with any hit: about 3.4%.

What do the screens show for `CC(=O)N1CCc2cc(N=Cc3ccccc3Cl)ccc21`?
MITF inh: 0.7; TEAD-YAP inh: 8.6; GPR151 activ: -1.2; FBW7 activator: -0.1

Results for COc1ccc(C(C)(C)C)cc1S(=O)(=O)n1ccnc1C ?
MITF inh: -8.7; TEAD-YAP inh: 4.0; GPR151 activ: -0.1; FBW7 activator: -0.2

How did O=C(O)C1CCC(CN(Cc2ccc(Cl)cc2)S(=O)(=O)c2ccc([N+](=O)[O-])cc2)CC1 (stereo not given) do in these assays?
MITF inh: -0.7; TEAD-YAP inh: 13.3; GPR151 activ: -0.3; FBW7 activator: -0.2

How did CC(=O)NC1(C2(NC(C)=O)C(=O)c3ccccc3C2=O)C(=O)c2ccccc2C1=O do in these assays?
MITF inh: 3.3; TEAD-YAP inh: 19.4; GPR151 activ: 0.9; FBW7 activator: 0.2

How did Cc1ccc2c(c1)NC(C)(C)c1ssc(=Nc3ccc(S(=O)(=O)Nc4nccc(C)n4)cc3)c1-2 do in these assays?
MITF inh: -3.3; TEAD-YAP inh: 12.8; GPR151 activ: 3.3; FBW7 activator: -0.3

What do the screens show for `CC(=O)Nc1cccc(NC(=O)CSc2ncnc3c2cnn3-c2ccc(C)cc2C)c1`?
MITF inh: -1.6; TEAD-YAP inh: -1.5; GPR151 activ: -1.8; FBW7 activator: 0.0

Results for O=C(Nc1nnc(COc2ccccc2)o1)c1ccccc1 ?
MITF inh: 20.1; TEAD-YAP inh: 8.8; GPR151 activ: -0.2; FBW7 activator: 0.2

What do the screens show for `CC(C)N1C(=O)C2C(c3ccccc3O)NC(C)(C(=O)O)C2C1=O` (stereo not given)?
MITF inh: -0.5; TEAD-YAP inh: -4.7; GPR151 activ: 0.6; FBW7 activator: -0.2

Results for CCCC(C)NC(=O)Cc1ccc(Br)cc1 (stereo not given) ?
MITF inh: 50.8*; TEAD-YAP inh: -14.6; GPR151 activ: 1.0; FBW7 activator: 0.0

What do the screens show for `CCc1n[nH]c(=S)n1/N=C(\C)c1ccc2ccccc2c1`?
MITF inh: 11.8; TEAD-YAP inh: 14.4; GPR151 activ: -1.2; FBW7 activator: 0.1

What do the screens show for `O=C(Cc1cn(-c2ccc(Nc3ccncn3)nn2)c2ccccc12)Nc1ccc2c(c1)OCO2`?
MITF inh: -4.9; TEAD-YAP inh: -19.8; GPR151 activ: 1.7; FBW7 activator: 0.0

What do the screens show for `Cc1cc(N2CCC(C(=O)NC34CC5CC(CC(C5)C3)C4)CC2)n2ncnc2n1`?
MITF inh: -15.7; TEAD-YAP inh: -5.6; GPR151 activ: -0.7; FBW7 activator: 0.1

How did CCn1c(=O)c2cc(C(=O)N(C)Cc3ccco3)sc2c2ccccc21 do in these assays?
MITF inh: -0.6; TEAD-YAP inh: -0.1; GPR151 activ: -0.2; FBW7 activator: -0.1

Results for O=C(c1ccco1)N1CCN(Cc2ccc(F)cc2)CC1 ?
MITF inh: 13.9; TEAD-YAP inh: 0.0; GPR151 activ: -0.3; FBW7 activator: 0.0

Results for COc1ccc(CCNC(=O)Nc2ccccc2)cc1 ?
MITF inh: 9.9; TEAD-YAP inh: -12.2; GPR151 activ: 1.1; FBW7 activator: -0.1

What do the screens show for `CC(=O)c1ccc(Nc2nc3ccccc3n3c(C)nnc23)cc1`?
MITF inh: 3.4; TEAD-YAP inh: 11.6; GPR151 activ: 7.3*; FBW7 activator: -0.1

Results for O=C(CCSc1ccccc1)Nc1ccc(S(=O)(=O)N2CCCC2)cc1 ?
MITF inh: 5.4; TEAD-YAP inh: 9.4; GPR151 activ: 0.8; FBW7 activator: 0.0

Results for COc1ccccc1N(CC(=O)Nc1cccnc1)S(=O)(=O)c1ccccc1 ?
MITF inh: -6.6; TEAD-YAP inh: -1.9; GPR151 activ: -0.8; FBW7 activator: -0.1

Results for CC1CN(CCC(=O)NCc2scnc2-c2ccccc2)Cc2ccccc2O1 (stereo not given) ?
MITF inh: -1.4; TEAD-YAP inh: -9.1; GPR151 activ: 1.1; FBW7 activator: 0.0

What do the screens show for `Clc1cnc2nc3c(cc2c1)CN(CCc1ccccn1)CC3`?
MITF inh: -0.7; TEAD-YAP inh: -0.5; GPR151 activ: -0.8; FBW7 activator: 0.1

Results for Cc1nc2c(C(=O)NCc3ccc4c(c3)OCO4)cnn2c(C)c1Cc1ccccc1F ?
MITF inh: 12.4; TEAD-YAP inh: -0.3; GPR151 activ: 0.2; FBW7 activator: 0.1

What do the screens show for `COC(=O)c1ccc2c(=O)n(Cc3ccc(C(=O)NC4CCCCC4C)cc3)c(=S)[nH]c2c1` (stereo not given)?
MITF inh: -1.7; TEAD-YAP inh: -3.1; GPR151 activ: 2.4; FBW7 activator: -0.1

Results for CCC(=O)N1c2ccccc2-c2nnc(SC)nc2OC1c1ccc(F)cc1 (stereo not given) ?
MITF inh: 14.8; TEAD-YAP inh: 16.3; GPR151 activ: 0.1; FBW7 activator: 0.1

Results for CCOc1cccc(C(=O)Nc2cc(-c3nc4ccccc4s3)ccc2Cl)c1 ?
MITF inh: 8.6; TEAD-YAP inh: 9.8; GPR151 activ: -0.1; FBW7 activator: 0.0

How did Cc1cc(N/N=C/c2cccc([N+](=O)[O-])c2)nc(-c2ccccc2O)n1 do in these assays?
MITF inh: 12.5; TEAD-YAP inh: 1.9; GPR151 activ: -0.5; FBW7 activator: 0.2

Results for COc1nc(Nc2ccc(Oc3ccccc3)cc2)nc(-c2c(C)nn(C)c2C)n1 ?
MITF inh: 2.6; TEAD-YAP inh: -4.7; GPR151 activ: 0.8; FBW7 activator: 0.0

Results for COc1ccc(/C=C/C(=O)Nc2cc(S(N)(=O)=O)ccc2C)cc1 ?
MITF inh: 1.7; TEAD-YAP inh: -15.2; GPR151 activ: 0.9; FBW7 activator: -0.1

Results for CCOC(=O)c1cnc2ccc(OCC)cc2c1N(C)Cc1ccccc1 ?
MITF inh: -2.5; TEAD-YAP inh: 11.3; GPR151 activ: 0.5; FBW7 activator: 0.0

How did O=C(NCc1ccco1)C1CC12CCN(Cc1ccc(N3CCCC3)cc1)CC2 (stereo not given) do in these assays?
MITF inh: -4.6; TEAD-YAP inh: -0.2; GPR151 activ: -1.6; FBW7 activator: -0.1

How did CC1CCCCN1Cn1ncn(C)c1=S (stereo not given) do in these assays?
MITF inh: -15.7; TEAD-YAP inh: -5.8; GPR151 activ: 2.9; FBW7 activator: -0.4

What do the screens show for `O=C1c2ccc(-c3ccc4c(c3)C(=O)N(c3ccccn3)C4=O)cc2C(=O)N1c1ccccn1`?
MITF inh: -1.0; TEAD-YAP inh: 12.6; GPR151 activ: 1.1; FBW7 activator: 0.0

Results for CCOC(=O)c1cc(=O)n2nc(-c3ccc(C)cc3)nc2s1 ?
MITF inh: 2.9; TEAD-YAP inh: 14.9; GPR151 activ: 1.1; FBW7 activator: -0.1

How did CNC(=S)Nc1ccc2[nH]c(=O)[nH]c2c1 do in these assays?
MITF inh: 8.1; TEAD-YAP inh: -9.9; GPR151 activ: 1.6; FBW7 activator: -0.1

What do the screens show for `COCC(=O)Nn1cc(C(=O)OC)c2ccccc2c1=O`?
MITF inh: -4.0; TEAD-YAP inh: -0.6; GPR151 activ: -1.2; FBW7 activator: -0.1

What do the screens show for `S=C(NCC1CCCO1)SCc1cn2cccnc2n1` (stereo not given)?
MITF inh: -0.8; TEAD-YAP inh: 12.9; GPR151 activ: 0.5; FBW7 activator: -0.1

How did O=C(COc1ccc(Cl)cc1Cl)Nc1ccc2cn[nH]c2c1 do in these assays?
MITF inh: -6.8; TEAD-YAP inh: -8.9; GPR151 activ: -1.5; FBW7 activator: 0.1

How did O=C(OC1CCOC1=O)C1CCN(S(=O)(=O)c2ccccc2)CC1 (stereo not given) do in these assays?
MITF inh: -4.7; TEAD-YAP inh: 4.1; GPR151 activ: 1.7; FBW7 activator: -0.1

Results for O=C1OC(c2ccccc2)=N/C1=C\c1cn(-c2ccccc2)nc1-c1cccnc1 ?
MITF inh: 1.7; TEAD-YAP inh: -1.5; GPR151 activ: -0.8; FBW7 activator: 0.0

Results for CCOC(=O)c1c(Nc2ccccc2)sc(C=NCc2ccccc2)c1O ?
MITF inh: 10.9; TEAD-YAP inh: -9.8; GPR151 activ: 1.5; FBW7 activator: -0.1

How did COC(=O)[C@@H]1CCCN1Cc1c(C(=O)N2CCCCCCC2)nc2sccn12 do in these assays?
MITF inh: -4.9; TEAD-YAP inh: 2.5; GPR151 activ: -0.4; FBW7 activator: 0.1

Gathered by group: the compounds so far with two or more sulfur atoms
How did Cc1ccc2c(c1)NC(C)(C)c1ssc(=Nc3ccc(S(=O)(=O)Nc4nccc(C)n4)cc3)c1-2 do in these assays?
MITF inh: -3.3; TEAD-YAP inh: 12.8; GPR151 activ: 3.3; FBW7 activator: -0.3

Results for O=C(CCSc1ccccc1)Nc1ccc(S(=O)(=O)N2CCCC2)cc1 ?
MITF inh: 5.4; TEAD-YAP inh: 9.4; GPR151 activ: 0.8; FBW7 activator: 0.0

What do the screens show for `S=C(NCC1CCCO1)SCc1cn2cccnc2n1` (stereo not given)?
MITF inh: -0.8; TEAD-YAP inh: 12.9; GPR151 activ: 0.5; FBW7 activator: -0.1

New compounds follow.
What do the screens show for `C=CCNc1ncc(-c2ccc(C)cc2)cn1`?
MITF inh: 8.9; TEAD-YAP inh: -23.2; GPR151 activ: -4.2; FBW7 activator: 0.8

Results for O=C(O)c1cc(N2C(=O)c3cccc4c([N+](=O)[O-])ccc(c34)C2=O)ccc1O ?
MITF inh: 2.4; TEAD-YAP inh: 8.2; GPR151 activ: 2.2; FBW7 activator: -0.1

Results for Cc1cccc(C(=O)NC2=NCCS2)c1 ?
MITF inh: -14.8; TEAD-YAP inh: 7.3; GPR151 activ: -5.3; FBW7 activator: 1.6

What do the screens show for `CC1(C)CC(=O)C2=C(C1)N(c1sc3c(c1C#N)CCCCC3)C(N)=C(C#N)C2c1ccc(Br)s1` (stereo not given)?
MITF inh: 1.3; TEAD-YAP inh: -1.4; GPR151 activ: 0.6; FBW7 activator: -0.1

What do the screens show for `CC(=O)Nc1ccc(C(=O)Nc2cc([N+](=O)[O-])ccc2F)cc1`?
MITF inh: 9.4; TEAD-YAP inh: -2.0; GPR151 activ: -0.8; FBW7 activator: 0.2

How did O=c1c(-c2ccc3ccccc3n2)cc2ccccc2n1Cc1ccccc1 do in these assays?
MITF inh: 4.0; TEAD-YAP inh: -22.7; GPR151 activ: -0.6; FBW7 activator: -0.1

What do the screens show for `CCCCCCc1ccc(-c2ncc(OCc3ccccc3)cn2)cc1`?
MITF inh: 2.5; TEAD-YAP inh: 3.8; GPR151 activ: -0.5; FBW7 activator: 0.0

What do the screens show for `CC(=O)N(c1ccc(C)c(C)c1)c1nc(CN2C(=O)C(=O)N(C3CCCC3)C2=O)cs1`?
MITF inh: 15.4; TEAD-YAP inh: -0.4; GPR151 activ: -0.1; FBW7 activator: 0.0

How did C/C(=C\c1ccc(C)o1)C(=O)c1c(C)cc(C)[nH]c1=O do in these assays?
MITF inh: 13.5; TEAD-YAP inh: 4.8; GPR151 activ: -2.5; FBW7 activator: 0.2

Results for CC1CN(C(=O)c2cc3c(s2)CCCC3)CC(C)O1 (stereo not given) ?
MITF inh: 15.6; TEAD-YAP inh: -28.2; GPR151 activ: -1.1; FBW7 activator: 0.3

Results for Cc1c(Cl)cccc1NC(=O)c1ccc(F)c(S(=O)(=O)N2CCN(C)CC2)c1 ?
MITF inh: 4.8; TEAD-YAP inh: -1.5; GPR151 activ: -1.0; FBW7 activator: -0.1

How did N#C/C(=C\c1ccc2c(c1)OCO2)C(=O)Nc1ccc(-c2nnc3n2CCCCC3)cc1 do in these assays?
MITF inh: 11.6; TEAD-YAP inh: 14.0; GPR151 activ: -1.2; FBW7 activator: -0.1

How did O=C(Cn1nnc(-c2ccccc2F)n1)N1CCc2ccccc21 do in these assays?
MITF inh: 13.0; TEAD-YAP inh: -2.7; GPR151 activ: -0.3; FBW7 activator: 0.4

What do the screens show for `O=C(NCCc1nnc2n1CCN(C(=O)C1=CCCC1)CC2)c1cccnc1`?
MITF inh: 10.2; TEAD-YAP inh: -3.1; GPR151 activ: -1.0; FBW7 activator: 0.1

How did CCN(Cc1ccccc1)C(=O)CN1C(=S)NC(C)(C)CC1C (stereo not given) do in these assays?
MITF inh: -18.2; TEAD-YAP inh: 8.2; GPR151 activ: -0.1; FBW7 activator: -0.1

What do the screens show for `CC(C)C(=O)NC(=S)Nc1ccccn1`?
MITF inh: -12.4; TEAD-YAP inh: -15.8; GPR151 activ: 0.0; FBW7 activator: 0.2

What do the screens show for `Cc1ccc2c(c1)/C(=C/c1ccc(Br)cc1)c1cccnc1-2`?
MITF inh: 16.1; TEAD-YAP inh: 12.0; GPR151 activ: 0.6; FBW7 activator: 0.1

How did CN(C)S(=O)(=O)c1ccc(/C(O)=C2/C(=O)C(=O)N(CCN3CCOCC3)C2c2ccc(Br)cc2)cc1 (stereo not given) do in these assays?
MITF inh: 16.4; TEAD-YAP inh: -1.4; GPR151 activ: -0.8; FBW7 activator: -0.1

What do the screens show for `O=C(CSCc1ccccc1Br)N/N=C/c1ccc2c(c1)OCO2`?
MITF inh: -2.2; TEAD-YAP inh: -2.1; GPR151 activ: 1.5; FBW7 activator: 0.0

Results for CCN(CC)CCNC(=O)CNC(=O)Cn1cnc2sc(C)c(C)c2c1=O ?
MITF inh: -4.7; TEAD-YAP inh: -8.9; GPR151 activ: -0.1; FBW7 activator: 0.0

2 entries picked at random from the list so far, as already listed:
What do the screens show for `C=CCNc1ncc(-c2ccc(C)cc2)cn1`?
MITF inh: 8.9; TEAD-YAP inh: -23.2; GPR151 activ: -4.2; FBW7 activator: 0.8

What do the screens show for `CC(=O)N(c1ccc(C)c(C)c1)c1nc(CN2C(=O)C(=O)N(C3CCCC3)C2=O)cs1`?
MITF inh: 15.4; TEAD-YAP inh: -0.4; GPR151 activ: -0.1; FBW7 activator: 0.0
